mcGAS MS inh: inhibitors of mouse cGAS. hit rate 0.18% among 130,000. inhibition, % at 12.5 µM. recombinant mouse cGAS, cGAMP by RapidFire MS. Q8C6L5;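 active means inhibition of cGAS enzyme activity at or above 60%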;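 further: enzyme stimulated by 45 bp dsDNA with ATP and GTP substrates; cGAMP share of summed cGAMP plus half ATP and half GTP signals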
Target sequence (Q8C6L5 whole entry, looked up): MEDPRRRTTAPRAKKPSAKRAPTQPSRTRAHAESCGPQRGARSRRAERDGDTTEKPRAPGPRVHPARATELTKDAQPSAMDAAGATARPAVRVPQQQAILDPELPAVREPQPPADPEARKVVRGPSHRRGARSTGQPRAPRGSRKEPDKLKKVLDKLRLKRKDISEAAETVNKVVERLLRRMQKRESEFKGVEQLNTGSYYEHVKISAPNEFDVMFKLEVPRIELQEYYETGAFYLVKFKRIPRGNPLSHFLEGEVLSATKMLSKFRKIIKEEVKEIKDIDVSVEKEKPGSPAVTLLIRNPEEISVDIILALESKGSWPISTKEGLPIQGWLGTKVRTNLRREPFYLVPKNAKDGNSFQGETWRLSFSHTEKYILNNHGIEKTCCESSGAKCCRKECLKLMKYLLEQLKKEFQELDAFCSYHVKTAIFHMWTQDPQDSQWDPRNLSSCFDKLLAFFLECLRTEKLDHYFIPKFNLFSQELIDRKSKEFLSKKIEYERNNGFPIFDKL
* = called active by the depositor; & = joins results of further samples.

Structure	mcGAS MS inh
O=[N+]([O-])c1c(Sc2nnnn2-c2ccccc2)nc2sccn12	25
CCOC(=O)CC1(NC(=O)C2CCC(=O)N(CCc3ccccc3)C2)CCCCC1 (centres undefined)	0
Cn1cc(C(=O)N2CCC(O)(c3ccc(Cl)cc3)CC2)ccc1=O	-24
O=C(c1ccc(COc2ccccc2Cl)o1)N1CCOCC1	0
Cc1cc(C)n(C(C)C(=O)N2Cc3cnc(-c4ccccc4)nc3C2)n1 (centres undefined)	-28
COc1cccc(CCNC(=O)c2cc(N3CCOCC3)nc3ccccc23)c1	-5
Cc1cccc(N2CCN(S(=O)(=O)c3ccc4c(c3)OCCO4)CC2)c1	1
COc1cccc(C(=O)N/N=c2\oc3ccc(OC)cc3cc2-c2nc3ccccc3[nH]2)c1	-3
O=c1[nH]c(SCCO)nc2c1cnn2CCO	-24
COC(=O)C1=C(C)NC2=C(C(=O)CCC2)C1c1cccc(I)c1 (centres undefined)	3
Cc1sc(NC(=O)C2CC2)c(C(=O)N2CCN(C3CC3)CC2)c1C	-17
N#Cc1ccc(CSCC(=O)C(C#N)c2ccccn2)cc1 (centres undefined)	3
CCOC(=O)CN(C(=O)c1cc(C)nn1C)c1ccc(F)cc1	5
COCC1(CNC(=O)C23CNCC2CNC3)CCCC1 (centres undefined)	-8
N#CC1(NC(=O)Cc2ccc(Br)s2)CCSC1 (centres undefined)	31
CCC(=NCC1CCCCC1)c1c(O)n(CC)c(=S)n(CC)c1=O	-9
Cc1ccc(C)c2c1NC(=O)C2CC(=O)NCc1ccc2c(c1)OCO2 (centres undefined)	-5
Cc1cccnc1C1=NC(=Cc2ccccc2)NN1	-9
CCOC(=O)c1nn(-c2sc(C(=O)OC)c(C)c2C(=O)OC)cc1O	-4
COc1ccc(C(C)NC(=O)Cc2ccccc2Cl)cc1F (centres undefined)	1
O=c1ccc(-c2ccc(Cl)cc2)nn1Cc1ccc(F)cc1	-10
CC(C(=O)N1CCCCC1c1nc(C(C)(C)C)cs1)n1cccn1 (centres undefined)	-49
CNC1(C)C2CCC(C2)C1(C)C (centres undefined)	-2&2
O=C(O)CCS(=O)(=O)c1ccc2[nH]c(=O)oc2c1	-6
COc1ccccc1-c1nc(Nc2nc(C)cc(C)n2)n[nH]1	-4
COC(=O)N1CSC2(N1C(=O)OC)C(C)(C)C(=O)C2(C)C	-10
N#CC(=Cc1cccc2ccccc12)S(=O)(=O)c1ccccc1	5
Cc1cccc(NC(=O)C(C)(C)c2ccc(Cl)cc2)n1	-15
CC1CN(C)CCN1C(=O)/C=C/c1ccc(Br)o1 (centres undefined)	-3
FC(F)(F)c1cccc(-c2noc(CN3CCc4ccccc4C3)n2)c1	-5

Quoted at random: 6 records from the list.
Structure	mcGAS MS inh
Cc1cccc(N2CCN(S(=O)(=O)c3ccc4c(c3)OCCO4)CC2)c1	1
CC1CN(C)CCN1C(=O)/C=C/c1ccc(Br)o1 (centres undefined)	-3
CCOC(=O)CC1(NC(=O)C2CCC(=O)N(CCc3ccccc3)C2)CCCCC1 (centres undefined)	0
CCOC(=O)c1nn(-c2sc(C(=O)OC)c(C)c2C(=O)OC)cc1O	-4
COC(=O)C1=C(C)NC2=C(C(=O)CCC2)C1c1cccc(I)c1 (centres undefined)	3
Cc1cccc(NC(=O)C(C)(C)c2ccc(Cl)cc2)n1	-15

Going on with the list:
Structure	mcGAS MS inh
O=C(Cn1nc(C2CC2)c2cnn(-c3ccccc3)c2c1=O)OCc1ccccc1	-1
CN(C(=O)C1(Cn2cccn2)CC1)C1CCCc2ccccc21 (centres undefined)	-7
CCOc1ccccc1CN1CCNC(=O)C1CC(=O)NCc1c(C)nn(CC)c1C (centres undefined)	-6
O=C(NCC1CCCCO1)c1cc(COc2c(F)cccc2F)on1 (centres undefined)	-17
CCSc1nc(N)c(C#N)c(CC)c1C#N	-8
N#Cc1ccc(-c2csc(CCN3CCCC3=O)n2)cc1	3
CCOC(=O)N1CCC(N2CCC(CO)(CCCc3ccccc3)CC2)CC1	-3
Cc1nc(CC(=O)N(Cc2cncs2)C2CC2)cs1	-17
c1ccc(CNc2nnc(Sc3ncccn3)s2)cc1	-32
CC(C)COC(C)c1noc(Cn2cc(Cl)c(=O)[nH]c2=O)n1 (centres undefined)	-4
C=CCN(CC=C)c1nc(N)c2c(N)nc3c(c2c1C#N)CC(=O)N3CCC1=CCCCC1	-5
CN(Cc1cccc(C#N)c1)C(=O)c1cc(Br)ccc1O	-5
CCc1nc(C)c(C(=O)NCc2cc(C)cc3c(C)c(C)[nH]c23)o1	22
Cc1nc2c(c(NCCc3csc(-c4cccnc4)n3)n1)CCNC2	7
CCC1(c2ccc(F)cc2)NC(=O)N(CC(=O)N2CCN(C(=O)c3ccco3)CC2)C1=O (centres undefined)	-3
O=C1CCCc2occ(C(=O)N(CC3CCN(C4CCCC4)CC3)CC3CCCO3)c21 (centres undefined)	-2
N#CCCN(CCC#N)Cn1nc(-c2ccccc2)n(-c2ccc(F)cc2)c1=S	-5
CCOC(=O)C1(Cc2ccccc2C(F)(F)F)CCN(Cc2cnn(C(C)C)c2)CC1	-9
COc1cccc(F)c1-c1c(-c2ccccc2)ncn1CC(O)c1ccccc1 (centres undefined)	-11
N#CCCSc1nnc(-c2cccnc2)n1-c1ccccc1	2
O=C(c1ccco1)N1CCN(Cc2cn[nH]c2-c2ccc(F)cc2F)CC1	-10
COc1ccc(C(=O)CC(c2ccc(OC)cc2)S(=O)(=O)c2ccc(C)cc2)cc1 (centres undefined)	-1
O=C(NN1C(=O)CSC1=S)c1ccco1	-2
C[C@@H](c1ncncc1F)[C@](O)(Cn1cncn1)c1ccc(F)cc1F	-10&-8
Cn1cc(CNC(=O)c2ccc(Br)cc2O)cn1	2
O=C(Nc1cccc(Nc2ccc3nnnn3n2)c1)C1CC1	4
CC(=O)c1ccc2c(c1)N(Cc1ccccc1F)C(=O)C(C)S2 (centres undefined)	-6
Cc1nccn1CC(C)NCCN1CCCc2ccccc21 (centres undefined)	8
COc1cccc(C2c3[nH]c4ccccc4c3CCN2C(=O)c2ccsc2)c1OC (centres undefined)	-6
CCN(CC)CCn1c(=O)n(C)c(=O)c2[nH]cnc21	-1

The listing continues.
Structure	mcGAS MS inh
COCc1nn2c3c(cnc2c1-c1ccccc1)C(=O)CCC3	1
Cc1c(CC(=O)NC2CCSC2)c2c(n1C(C)C)CC(C)(C)CC2=O (centres undefined)	0
Cc1cc(=O)c(C(=O)Nc2ccc(NC(=O)C(C)n3cncn3)cc2)nn1-c1ccccc1 (centres undefined)	-11
O=C1CCCN2C(=N1)SC(=S)N2CN1CCN(Cc2ccccc2)CC1	-4
CC1CCCN(c2ccc(S(=O)(=O)Nc3ccccn3)cn2)C1 (centres undefined)	-20
O=C1NCC2(CCCN(Cc3nc(-c4ccco4)no3)CC2)O1 (centres undefined)	-4
CCNC(=O)C1(C)CCCN1Cc1cccc(F)c1 (centres undefined)	-2
CC(C)(O)C#Cc1ccc(C(=O)NCCc2cnc3ccccn23)cc1	-5
COCCN(CCNC(=O)N1CCCCCC1)C1CC1	-7
CC(NC(=O)c1ccc(C#N)cc1)c1ccc(C(F)(F)F)cc1 (centres undefined)	-6
Nc1ccncc1/C(=N\O)c1ccccc1	-18
O=C(NCCCC(=O)N1CCC2(CC1)C(=O)NCN2c1ccccc1)OCc1ccccc1	0
Cc1cc(C(=O)N2CCCC(CCC(=O)N(C)CCc3ccccn3)C2)c(C)o1 (centres undefined)	6
CC(C)Oc1ccc(S(=O)(=O)N2CCCCC2)cc1NCc1cccc(S(=O)(=O)N(C)C)c1	-3
Cc1ccc(Cl)cc1N1CCN(CC(=O)NC(=O)NCc2ccccc2)CC1	-4
CC(=O)C1=C(c2ccc3c(c2)CCCC3)N(C(C)=O)n2c(nnc2-c2ccccc2)S1	-4
Cc1cc(C)c(CN2C(=O)NC(C)(c3ccc(S(C)(=O)=O)cc3)C2=O)c(C)c1 (centres undefined)	2
O=c1oc2ccc(Br)cc2cc1-c1csc(NNc2ccccc2)n1	28
O=C(C1C=CCN1)N1CCC(Cc2nnc(CO)n2-c2ccccc2)CC1 (centres undefined)	-8&7
CCOc1cc(/C=C2/SC(=Nc3ccccc3)NC2=O)ccc1O	-5
CCOCCCn1c(C)cn2c3c(=O)[nH]c(=O)n(C)c3nc12	-4
Cc1ccc(NC2CCN(C(=O)Nc3ccccc3C)CC2)cc1	-2
COc1cc(C(=O)N2CCC(c3cc(C(C)C)n[nH]3)CC2)nc(OC)n1	-11
O=C(COc1ccccc1)Nc1ccc(N2CCCC2)cc1	-2
Cc1cc(C)n(CCCC(=O)N[C@@H]2C[C@@H](CO)N(C)C2)n1	-18
Fc1cccc2c1NC(c1ccccn1)C1CC=CC21 (centres undefined)	-13
CC(=O)N1c2ccccc2C(c2ccccc2)(c2ccccc2)OC1C (centres undefined)	-8
O=C(NCc1nc(-c2ccccc2)n[nH]1)c1cn(CC2CCCNC2)nn1 (centres undefined)	3
Cc1ccc(O)c([C@H](CCN(C(C)C)C(C)C)c2ccccc2)c1	10
COc1ccc(NC2CS(=O)(=O)CC2O)cc1 (centres undefined)	-9

Carrying on.
Structure	mcGAS MS inh
CCOC(=O)Cn1c(=O)c2c(nc3n2CCCN3c2ccc(Br)cc2)n(C)c1=O	-2
NC(=S)NN=CC(Cl)=C(Cl)C(=O)O	-3
O=C(Cc1ccccc1F)Nc1ccc2c(c1)CN(C(=O)CC1=CCCCC1)CC2	-1
Cc1ccc(C)c(Nc2nc(NCCc3ccccc3)nc3nccnc23)c1	-14
CN(Cc1ccc(Br)s1)CN1CC(c2cccc(F)c2)CC1=O (centres undefined)	-1
Cc1cccc(N2CCn3c2nc2c3c(=O)n(CCN3CCCCC3)c(=O)n2C)c1C	-1
CC1Oc2ccc(-c3cccc(F)c3)cc2N(Cc2ccc3ccccc3n2)C1=O (centres undefined)	-6
Cc1nc2ccccn2c(=O)c1NC(=O)C1CC1	21
Cc1cn(CCC#N)nc1C=Nc1ccc(O)cc1	0
O=C(CNC(=O)c1ccccc1F)OCc1cc(Cl)cc2c1OCOC2	-6
CCCNC(=O)Nc1ccc(Cl)c(C(=O)O)c1	-5
CC1CCCCN1C(=O)CN1C(=O)NC(C)(c2ccc(Cl)cc2Cl)C1=O (centres undefined)	-4
O=C(Nc1cccc(N2CCCC2=O)c1)c1cc(F)ccc1F	-2
CC(=O)Nc1ccc(S(=O)(=O)Nc2nn(Cc3ccc(Cl)cc3)cc2Br)cc1	-8
COc1cccc(C(=O)N2CCCC(CO)(CCc3ccccc3)C2)c1 (centres undefined)	4
O=C(Nc1cccnc1N1CCCC1)c1cccc(C(F)(F)F)c1	-2
CC(CN1CCN(c2ccccc2)CC1)NC(=O)NCC(C)(C)O (centres undefined)	-10
O=C(CCN1CCCO1)N1CCOc2c(O)cc(-c3cccnc3)cc2C1	-18
COc1ccccc1N1CCN(c2ccc(N)cc2C(=O)NCCc2ccccc2)CC1	-9
O=C(NCc1cccnc1Oc1ccc(F)c(F)c1)c1ccc2nc[nH]c2c1	-16
O=C1CCC(C(=O)N2CCCCO2)CN1CCc1ccccn1 (centres undefined)	-5&-1
CCOc1ccc(CN(C)Cc2cc(Br)ccc2F)nc1	0
CCOc1cc(/C=N\O)cc(I)c1OS(=O)(=O)c1ccc(C)cc1	-12
Cc1ccc(-c2ccc(S(C)(=O)=O)cc2)cn1	-22
O=c1c2cnc3nc(-c4ccncc4)nn3c2ccn1CCc1ccccc1	1
CN(c1cnn(C)c(=O)c1Br)C1CCCC1	-11
Cc1ccc(F)c(NC(=O)CCC(=O)NC(CF)Cc2ccccc2)c1 (centres undefined)	-8
S=c1[nH]nc(C2C3CCCCC32)n1-c1ccccc1 (centres undefined)	31
Cc1cc(C(=O)N2CCCC(CCc3ccccc3C)C2)nc(C)n1 (centres undefined)	5
CC1CCCN(Cc2ccc(NC(=O)C3CC(=O)N(C4CCS(=O)(=O)C4)C3)cc2)C1 (centres undefined)	-6

A few values from the entries so far.
mcGAS MS inh, CN(c1cnn(C)c(=O)c1Br)C1CCCC1 reads -11
mcGAS MS inh, CCOC(=O)Cn1c(=O)c2c(nc3n2CCCN3c2ccc(Br)cc2)n(C)c1=O reads -2
mcGAS MS inh, O=C(CNC(=O)c1ccccc1F)OCc1cc(Cl)cc2c1OCOC2 reads -6
mcGAS MS inh, CC(=O)Nc1ccc(S(=O)(=O)Nc2nn(Cc3ccc(Cl)cc3)cc2Br)cc1 reads -8
mcGAS MS inh, CN(Cc1ccc(Br)s1)CN1CC(c2cccc(F)c2)CC1=O (centres undefined) reads -1
mcGAS MS inh, CCCNC(=O)Nc1ccc(Cl)c(C(=O)O)c1 reads -5
mcGAS MS inh, Cc1nc2ccccn2c(=O)c1NC(=O)C1CC1 reads 21

Additional results follow.
Structure	mcGAS MS inh
CN1CC2(CCN(C(=O)c3cc(-c4ccccc4)nc4ccccc34)C2)OC1=O (centres undefined)	-19
C[n+]1cn(Cc2cc(Cl)ccc2OC(F)F)c2ccccc21	-13
Cc1ccc(S(=O)(=O)N(C)c2c(C)ccc(S(=O)(=O)NC(C)C)c2C)cc1	-10
CC(C)(O)C#Cc1ccc(CN2CCCC(CNC(=O)c3ccco3)C2)cc1 (centres undefined)	-15
O=C1C2C3c4ccccc4C(c4ccccc43)C2C(=O)N1Nc1ccccc1 (centres undefined)	23
COCCC1(C(=O)NCC2(O)CCN(C)CC2)CCCC1	-1
CC1(C)CC(O)(C#CC#CC2(O)CC(C)(C)NC(C)(C)C2)CC(C)(C)N1	0
CN(C)c1nc(Nc2ccc(F)cc2)nc(-n2cccn2)n1	-26
Cc1nc2c(c(=O)[nH]1)CCN(C(=O)Cn1nc3ccccc3n1)C2	-4
CN(C)c1cc(N2CCCC(Cc3ccccc3F)(C(=O)O)C2)ncn1 (centres undefined)	4
CC(=O)OC1C(OC(C)=O)N(C)C(=O)N1C (centres undefined)	-4

Screening results: PubChem BioAssay, Fisher Drug Discovery Resource Center

A portion of the library, so the mix of outcomes need not match the whole.
